WT yeast gro inh: growth inhibition of WT yeast, mitochondrial fusion screen. inhibition, % at 10 µM. mitochondrial fusion phenotypic screen, WT strain. hit rate 2.1% among 190,000. AID 1362; in the data active means inhibition above about 58%; tested in S. cerevisiae
AID2073: disruptors of CaV2.2 binding to Mint1 – biochemical, HTRF (AID 2073); hit rate 0.19% among 290,000; inhibition, % at 20 µM; hits with a dose series show IC50 in µM; HTRF protein-protein interaction, Mint1-CaV2.2; higher % means a stronger effect; in the data active means inhibition mostly above about 51%, no sharp cut-off; further: some results filed as inactive read as strong as hits
Insulin prom up: MIN6 insulin promoter up-regulation; MIN6 insulin promoter-GFP reporter, high-content imaging; hits give high values; hit rate 0.3% among 190,000; z-score at 5 µM;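 active means z-score above 3 at 5 µM with at least 500 cells counted in the well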
HIV peptide binding: cell-free HIV fusion peptide-binding blockers – biochemical, uHTS, fluorescence dequenching, primary screen (AID 1986); cell-free peptide binding, fluorescence dequenching, 30 min; higher % means a stronger effect; inhibition, % at 20 µM, or IC50 in µM where a hit was titrated; hit rate 0.3% among 290,000; in the data active means inhibition mostly above about 52%, no sharp cut-off; inactive means mostly below about 76%; further: some results filed as inactive read as strong as hits
Dynein cargo inh: blocks dynein driven cargo transport along microtubules; AID 1381; 3617.4 mouse cells, GR-EGFP nuclear translocation imaging; test concentration mostly 20 µM; stimulated with dexamethasone, 1 µM; hits give low values; z-score, hits read low; hit rate 0.47% among 220,000;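 active means plate z-score of nuclear minus cytoplasmic receptor signal below a set negative limit, without overly bright fluorescence or cell loss, cut at about -3.5 in these data, passing the limit was not always enough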;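 further: z-score of nuclear minus cytoplasmic ring GR-EGFP intensity difference per well; some compounds called inactive have numbers as strong as hits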
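Buffer or medium: tet-free medium with charcoal-stripped serum / Also added: dexamethasone agonist, 1.0 µM final, for 30 min / Timing: induction 48 h, compound 1 h, agonist 30 min / Measured by: high-content fluorescence imaging after fixation / Read-out: nuclear-to-cytoplasmic GR-EGFP distribution per well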
MT stabilizer: microtubule stabilizers in HeLa cells; HeLa tubulin immunostaining HCS, 24 h; share of cells brighter than vehicle mean+2SD; % tubulin-high responders, % at 10 µM; hit rate 0.83% among 200,000;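 active means plate Z-score above 3 for both tubulin-high and condensed-nucleus cell shares, with cell loss under 80%, at 10 µM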;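 further: anti alpha tubulin signal scored within the nucleus-defined area of each cell; some results filed as inactive read as strong as hits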
bCat nuc transl: beta-catenin nuclear translocation modulation | nuclear translocation activity, % at 5 µM | AID 1665 | hit rate 0.3% among 190,000 | HeLa beta-catenin nuclear translocation, immunofluorescence imaging;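 active means nuclear translocation activity above 50% at 5 µM, with a well cell count of 50 or more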;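 further: per-cell ratio of nuclear to cytoplasmic median beta-catenin stain intensity; plate controls were DMSO negative control for no effect and GSK-3 inhibitor IX positive control for full effect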
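Test system: human HeLa cell line; Doses: 5 µM primary, 0.02–20 µM confirmation; Incubation: 24 h compound exposure, 37°C; Detection: beta-catenin immunofluorescence imaging with DAPI; Read-out: beta-catenin nuclear/cytoplasmic ratio, % activation.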
Autophagy mod: autophagy modulation, high-content screen | MEF GFP-LC3 puncta imaging; test concentration mostly 10 µM | calls only at 10 µM (by protocol) | hit rate 0.98% among 190,000 | AID 463193;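 active means percentage of spot-positive cells more than 3 SD above its plate mean, without a fluorescence outlier flag or 80% toxicity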;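 further: spot-positive cell cutoff set from DMSO-treated cells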
Yfh1-off respiration: mitochondrial function rescue without frataxin homolog – Friedreich's ataxia, plus single-dose screen, dose response (AID 1465); S. cerevisiae Yfh1-off respiration, WST-1 reduction, 72 h; higher fold induction means a stronger effect; fold induction at 50 µM, or EC50 in µM where a hit was titrated; hit rate 0.074% among 220,000;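 active means fold induction of absorbance versus untreated yeast above a set limit, then at least 30% activation at any dose in follow-up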;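 further: activators that raise dye reduction in frataxin-depleted yeast; strong numbers were not always called active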
WT yeast gro inh mutant strain: further read-out of WT yeast gro inh, marked with its call; inhibition, %; mitochondrial fusion phenotypic screen, mutant strain inhibition
Dynein cargo inh cytoplasmic EGFP: further read-out of Dynein cargo inh, marked with its call; z-score; measured here: cytoplasmic GR-EGFP intensity; hits give high values
Dynein cargo inh nuclear GR-EGFP: also measured in Dynein cargo inh; calls as there; z-score; measured here: nuclear GR-EGFP intensity;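 lower value marks the stronger effect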
Dynein cargo inh cell count: also measured in Dynein cargo inh; calls as there; z-score; measured here: cell count per field
Insulin prom up cell count: also measured in Insulin prom up; calls as there; cell count; measured here: cytotoxicity, nuclei count;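 total cells summed across four imaged fields per well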
bCat nuc transl cell count 5 µM: also measured in bCat nuc transl; calls as there; cell count; measured here: cell count, cytotoxicity flag
MT stabilizer Hoechst-high %: recorded beside MT stabilizer, whose call it bears; % Hoechst-high responders; measured here: nuclear condensation Hoechst responders;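 share of cells brighter than vehicle mean plus two SD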
MT stabilizer cytotoxicity %: also measured in MT stabilizer; calls as there; toxicity, %; measured here: cytotoxicity by cell density;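 0% = mean cell density of plate MIN control wells and 100% = no cells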
Autophagy mod cell loss 18 h: recorded beside Autophagy mod, whose call it bears; toxicity, %; measured here: cell loss, nuclei count;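 cell loss after 18 h compound exposure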
* marks the source's active call; other numbers are inactive results; i = inactive; / = not tested or not shown.

SMILES	WT yeast gro inh	WT yeast gro inh mutant strain	AID2073	Insulin prom up	Insulin prom up cell count	HIV peptide binding	Dynein cargo inh	Dynein cargo inh cytoplasmic EGFP	Dynein cargo inh nuclear GR-EGFP	Dynein cargo inh cell count	MT stabilizer	MT stabilizer Hoechst-high %	MT stabilizer cytotoxicity %	bCat nuc transl	bCat nuc transl cell count 5 µM	Autophagy mod	Autophagy mod cell loss 18 h	Yfh1-off respiration
CCC(CC)C(=O)Nc1cc(C)cc(C)c1	-22	-2	-2%	0.2	1274	-1.5%	1.4	0.13	1.1	-1.2	2.9	1.1	4.3	-0.4	1118	i	0	i
Cc1cc(NC(=O)c2ccccc2F)on1	-2	-10	-3%	-0.03	1249	0.5%	-0.52	-0.29	-0.2	0.23	1.9	4.8	5.4	/	/	i	-7	i
Nc1ccc(O)cc1C(=O)OCC(=O)C12CC3CC(CC(C3)C1)C2	0	15	8%	0.05	1080	-1.2%	0.49	1.2	0.48	-3.3	6.4	3.0	12	1.6	703	i	-46	i
CCCc1cc2c(=O)c(-c3nc4ccccc4s3)c(COCC(=O)O)oc2cc1O	-1	-14	56%	-0.08	1108	34%	-0.68	-0.22	-0.47	0.79	4.2	1.5	10	-1.7	1108	i	4	i
O=C(C1CCCN(S(=O)(=O)c2cccc3nsnc23)C1)N1CCN(c2ccccn2)CC1 (stereo not drawn)	1	8	-2%	0.04	1705	-0.4%	-0.21	-0.17	0.2	-0.49	3.6	2.6	5.1	-2.6	1084	i	9	i
Cc1ccc2[nH]c(C)c(CCNC(=O)c3c(N)no[n+]3[O-])c2c1	18	19	-8%	0.4	1305	-0.1%	-0.22	-0.2	0.16	0.47	5.9	1.7	0.2	0.5	1079	i	15	i
C=CCNC(=O)c1ccc2c3n(nc2c1)-c1ccc(C)cc1CO3	/	/	11%	-1.1	1020	-0.6%	0.23	-0.75	0.26	-0.19	/	/	/	-1.9	1211	/	/	i
O=C(NCCCN1CCN(c2ccc(F)cc2)CC1)Nc1ccc([N+](=O)[O-])cc1	17	8	1%	-0.37	1377	-0.8%	-0.61	-0.34	-0.62	0.12	1.6	1.8	3.2	-2.3	1116	i	0	i
COc1c(C)cc(C(=O)C2CCCN(S(=O)(=O)c3c(C)noc3C)C2)cc1C (stereo not drawn)	23	14	-2%	-0.39	1500	0.4%	2	-0.03	1.8	-1.7	1.3	0.7	0.9	-1.0	1047	i	-1	i
COC(=O)NNC(=O)C1CCC(C)CC1 (stereo not drawn)	6	-2	4%	0.14	1300	-1.5%	0.4	-0.31	-0.17	-0.2	3.8	1.7	0.4	-0.7	600	i	-2	i
O=C(O)CSc1nnc(-c2ccccc2)c(-c2ccccc2)n1	/	/	2%	0.13	1103	0.2%	-0.85	-0.27	-0.03	0.78	/	/	/	-0.3	1299	/	/	i
Cc1nn2c(-c3cccc(NC(=O)CN4CCOCC4)c3)nnc2c2ccccc12	/	/	/	/	/	/	-0.79	-0.27	-0.54	1.4	2.6	1.7	5.7	/	/	i	25	i
CC(C)COC(=O)Cc1c(O)c2ccccc2[nH]c1=O	5	-3	2%	-0.29	995	-3.5%	-1.2	-0.14	-0.45	-0.41	3.0	1.5	1.6	-0.8	1137	i	10	i
COc1ccccc1N1CCN(CC(=O)Nc2sccc2C#N)CC1	3	27	29%	-0.27	1451	17%	0.086	-0.24	0.1	0.15	2.4	2.8	1.8	-1.8	1096	i	3	i
Cc1ccc(CNC(=O)CCNS(=O)(=O)c2cccs2)cc1	-9	-19	-11%	0.29	1236	2.9%	-0.39	-0.23	0.39	0.77	2.2	1.1	5.0	-0.2	574	i	26	i
COc1ccc(OC)c(NC(=O)CSc2nnc(Cc3cccn3C)n2CCc2ccccc2)c1	-10	-8	-6%	-0.38	1249	-1.4%	-0.3	-0.19	0.087	0.83	2.7	3.4	7.6	2.8	1380	i	13	i
CCCC(c1nnnn1CCOC)N1CCN(Cc2ccccc2)CC1 (stereo not drawn)	2	-2	5%	/	/	-0.1%	-0.59	-0.21	-0.12	0.59	1.7	1.8	3.8	2.0	458	i	-5	/
Cc1ccc(C)c(-n2c(SCC(=O)N3CCC(C(=O)O)CC3)nnc2-c2cccc(Cl)c2)c1	7	-6	1%	-0.37	1630	0.7%	1	-0.31	0.091	0.04	2.6	1.7	6.3	-3.7	1053	i	8	i
Cc1cc(C)c(S(=O)(=O)/N=C2\C=CC(=O)C(Cl)=C2)c(C)c1	-1	-5	0%	-0.24	786	-1.2%	-0.53	-0.066	0.029	0.27	1.5	1.2	10.0	/	/	i	2	i
CCOC(=O)C1CCCN(C(=S)Nc2ccc(F)cc2)C1 (stereo not drawn)	2	18	-13%	-0.97	1581	-1.4%	0.15	-0.2	0.25	-0.94	3.8	2.4	0.3	-1.4	1142	i	28	i
Cc1ccc(Cc2cnc(NC(=O)c3ccco3)s2)cc1	41	41	-1%	0.09	919	-0.9%	0.022	0.19	0.38	-0.082	2.9	1.9	2.9	0.6	1052	i	0	i
O=C1C(=O)N(c2ccccc2)C(c2ccccc2[N+](=O)[O-])/C1=C(\O)c1ccccc1 (stereo not drawn)	-6	3	36%	0.06	1452	-2.8%	-0.95	-0.21	-0.17	1	1.2	1.3	3.3	-1.0	1032	i	-11	i
OCCNCCCCCOc1ccc(F)cc1	9	7	-8%	-0.2	1279	-0.5%	0.54	-0.12	0.21	-1.1	4.1	1.5	7.5	-6.0	987	i	15	i
CCOc1ccc(/C=C2/Sc3ccc(C(=O)N4CCN(C(=O)c5ccco5)CC4)cc3N(C)C2=O)cc1OC	19	-16	33%	-1.4	1258	0.2%	-0.54	-0.16	-0.26	-0.58	6.6	7.0	1.0	0.9	1079	i	19	i
COc1ccc(CCN2C(=O)CN=C2Nc2ccc(F)cc2)cc1OC	-8	1	10%	0.13	1472	0.7%	0.77	-0.29	0.23	-0.9	8.9	1.2	4.8	1.2	1457	i	3	i
(list continues)
SMILES	WT yeast gro inh	WT yeast gro inh mutant strain	AID2073	Insulin prom up	Insulin prom up cell count	HIV peptide binding	Dynein cargo inh	Dynein cargo inh cytoplasmic EGFP	Dynein cargo inh nuclear GR-EGFP	Dynein cargo inh cell count	MT stabilizer	MT stabilizer Hoechst-high %	MT stabilizer cytotoxicity %	bCat nuc transl	bCat nuc transl cell count 5 µM	Autophagy mod	Autophagy mod cell loss 18 h	Yfh1-off respiration
NCC(c1ccccc1)(c1ccccc1)c1ccccc1	-13	44	-5%	-0.37	1204	-0.7%	0.81	-0.2	0.54	-1.3	3.9	2.3	5.6	-1.9	979	i	-18	i
COc1ccc(Br)cc1C1SCCN1S(C)(=O)=O (stereo not drawn)	4	-14	-2%	1.1	750	1.5%	0.56	-0.098	0.32	-0.64	3.2	1.9	6.2	-3.5	1142	i	8	i
O=C(NNC(=O)c1cc(OCC(F)(F)F)ccc1OCC(F)(F)F)c1cccc(C(F)(F)F)c1	10	10	7%	-0.32	1999	1.3%	/	/	/	/	1.2	1.4	8.5	-4.6	1085	i	-2	i
Cc1ccc(S(=O)(=O)N2N=C3CCCCC3C2(O)C(F)(F)F)cc1 (stereo not drawn)	4	0	5%	-0.4	1159	0.2%	2.7	-0.13	1.9	-1.5	2.4	1.1	0.2	2.1	988	i	3	i
CC(O)CNc1ccc([N+](=O)[O-])cc1S(=O)(=O)N1CCOCC1 (stereo not drawn)	-15	26	0%	-0.2	1614	0.0%	-0.72	-0.2	-0.67	0.41	1.5	1.5	10	-3.0	1101	i	-2	i
CC(Oc1ccccc1)C(=O)Nc1nnc(C2CCCCC2)s1 (stereo not drawn)	13	2	-6%	-0.17	1497	1.8%	0.66	-0.29	0.9	-0.33	2.7	1.0	6.2	-1.4	1071	i	-10	i
Clc1nc2ccccc2cc1-c1nnn(-c2ccccc2)n1	-7	7	20%	0.36	1324	0.6%	2	-0.073	1.6	-2	1.3	0.9	2.9	2.0	1003	i	-5	i
O=C(NCc1ccc(F)cc1)c1nc(-c2cccs2)no1	29	32	-3%	-0.43	1583	0.6%	0.22	-0.22	0.32	-0.2	2.3	1.1	4.1	0.6	1042	i	5	i
Cc1nnc(NC(=O)CSc2nc3c(c(=O)n2CCc2ccccc2)SC(C)C3)s1 (stereo not drawn)	12	1	1%	-0.02	1781	-5.1%	0.35	-0.2	0.52	0.62	5.9	2.6	3.9	0.9	1034	i	7	i
COc1ccc(-c2[nH]ncc2CN(CCO)Cc2cccs2)c(F)c1	3	10	4%	-0.03	1437	1.1%	0.54	-0.23	0.055	0.085	3.5	3.1	8.7	-2.3	1030	i	11	i
N#C/C(=C\c1cccs1)C(=O)NCc1ccco1	-5	21	8%	0.77	1468	14%	0.072	-0.25	0.13	0.93	2.5	1.5	3.3	-0.9	1082	i	5	i
COc1ccc(C(CC(=O)O)NC(C)=O)cc1OC (stereo not drawn)	-4	12	0%	1.2	1465	19%	2.4	-0.3	2	-2.1	8.4	3.4	8.9	-1.8	832	i	-18	i
O=C(COC(=O)CNC(=O)c1ccccc1)Nc1ccc(F)c([N+](=O)[O-])c1	-2	-14	3%	-0.32	1141	-0.9%	-1.3	-0.13	-0.54	0.29	4.4	3.1	7.0	-3.0	1065	i	-11	i

Some of these compounds in order of their number in WT yeast gro inh mutant strain, high to low.
structure	WT yeast gro inh mutant strain
NCC(c1ccccc1)(c1ccccc1)c1ccccc1	44
COc1ccc(-c2[nH]ncc2CN(CCO)Cc2cccs2)c(F)c1	10
Cc1ccc(S(=O)(=O)N2N=C3CCCCC3C2(O)C(F)(F)F)cc1 (stereo not drawn)	0
